RGS4 act: RGS4 potentiators or activators, primary screen, cell-based, HEK293 M3R inducible RGS4, calcium flux; carbachol calcium flux Fluo4; active compounds read low; B-score at 10 µM; hit rate 0.92% among 310,000; AID 463111, 2010;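 active = B-score of the integrated calcium signal more than 4 SD below the library mean, with starting fluorescence not abnormally high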;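 also: negative B-score means reduced calcium response which marks RGS4 activation or potentiation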
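System: HEK293 FlpIn-TREx cells, stable M3R, doxycycline-inducible RGS4. Timing: overnight RGS4 induction, 30 min dye load 37 °C, 20 min compound RT. Also added: carbachol, ECmax concentration. Measured by: Fluo4 fluorescence kinetic imaging of calcium. Evaluation: integrated calcium ratio converted to B score.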
KCNQ1 inh: inhibitors of human KCNQ1 channel, primary screen, cell-based, thallium flux, high-throughput; Potassium voltage-gated channel subfamily KQT member 1 (Homo sapiens), P51787; CHO-K1 KCNQ1, FluxOR thallium flux fluorescence; active compounds read high; B-score at 10 µM; hit rate 1.3% among 310,000; AID 2642, 2010;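 active = compounds whose thallium flux B-score, printed positive for inhibition, exceeds three library SD while starting fluorescence stays within three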;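 also: channel opened by potassium depolarization with thallium stimulus after 20 min compound exposure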
Target sequence (P51787 whole entry, looked up): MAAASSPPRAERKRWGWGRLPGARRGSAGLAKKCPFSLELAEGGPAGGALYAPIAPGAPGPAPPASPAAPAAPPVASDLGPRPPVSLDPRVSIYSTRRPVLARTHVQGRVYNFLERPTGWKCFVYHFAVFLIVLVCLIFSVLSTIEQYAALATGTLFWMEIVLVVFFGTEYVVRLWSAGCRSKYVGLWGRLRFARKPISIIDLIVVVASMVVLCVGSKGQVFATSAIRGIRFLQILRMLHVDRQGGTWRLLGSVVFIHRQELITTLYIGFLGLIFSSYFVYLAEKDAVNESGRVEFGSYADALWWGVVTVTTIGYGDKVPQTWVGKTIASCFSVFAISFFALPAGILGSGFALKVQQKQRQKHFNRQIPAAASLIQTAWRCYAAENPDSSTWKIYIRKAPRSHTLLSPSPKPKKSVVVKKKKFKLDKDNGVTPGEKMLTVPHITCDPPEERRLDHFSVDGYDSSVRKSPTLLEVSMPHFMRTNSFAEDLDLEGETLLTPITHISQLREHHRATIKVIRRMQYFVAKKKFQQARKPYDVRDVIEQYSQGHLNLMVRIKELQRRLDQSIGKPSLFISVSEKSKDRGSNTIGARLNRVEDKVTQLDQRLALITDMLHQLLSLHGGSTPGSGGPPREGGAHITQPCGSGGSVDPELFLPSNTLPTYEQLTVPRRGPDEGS
RGS4 block: RGS4 inhibitors, primary screen, cell-based, HEK293 M3R inducible RGS4, calcium flux. B-score at 10 µM. hit rate 0.45% among 310,000. AID 463165, 2010. Regulator of G-protein signaling 4 (Homo sapiens), P49798. Fluo-4 calcium flux; active compounds read high; triggered by carbachol at its EC20;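 active = B-score, a plate-corrected calcium signal, over three deviations above library mean, with baseline fluorescence within five deviations of library mean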;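 also: RGS4 expression induced by doxycycline in cells with stable M3 receptor; B-score is computed from the integrated fluorescence ratio over baseline after carbachol; higher B-score means a larger calcium signal and so more RGS4 inhibition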
SKKanGAS inh: S. pyogenes SKKanGAS growth inhibitors in kanamycin, primary screen, streptokinase expression inhibitor project, SKKanGAS strain, BacTiter-Glo luminescence | AID 1662, 2009 | hit rate 1.3% among 300,000 | 6 h | inhibition, % at 7.5 µM;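 active = mean replicate score, as percent of positive control median, at least 50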;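 also: strain carries kanamycin resistance gene driven by streptokinase promoter and grows in 40 µg/ml kanamycin; loss of luminescence reflects streptokinase promoter inhibition or plain growth inhibition; 0% = median of DMSO wells and 100% = positive control at its reference dose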
KCNK3 inh: human KCNK3 channel inhibitors, primary screen, CHO cells, FluxOR thallium flux, B-score; FluxOR fluorescence; active compounds read low; Potassium channel subfamily K member 3 (Homo sapiens), O14649; B-score at 10 µM; hit rate 0.84% among 340,000;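 active = B-score under library mean minus 4 SD, starting fluorescence ratio at most library mean plus 5 SD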;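 also: more negative B-score means stronger inhibition of thallium flux through KCNK3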
HDAC3 inhib: HDAC3 deacetylase inhibitors, primary screen, biochemical, fluorescence, cell-free homogeneous; Histone deacetylase 3 (Homo sapiens), O15379; recombinant HDAC3, fluorogenic peptide/trypsin coupled; inhibition, % at 8.3 µM; hit rate 0.15% among 320,000; in the data active = inhibition above about 26%, passing the limit was not always enough
KCNQ1 act: potentiators or activators of KCNQ1 channel, primary screen, cell-based, thallium flux, high-throughput; hit rate 0.35% among 310,000; AID 2648, 2010; B-score at 10 µM; CHO-K1 KCNQ1, thallium flux FluxOR fluorescence; active compounds read high;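 active = fluorescence ratio B-score, a plate-corrected score, at least three library SD, with initial intensity B-score within 5 SD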
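Medium – assay buffer, equal DMSO in all wells · Material – CHO-K1 cell line with stable KCNQ1 potassium channel expression · Signal – kinetic FluxOR thallium fluorescence, 10-s 1-Hz baseline, 110-s post-stimulus read · Compound – single concentration per compound, DMSO matched to controls · Schedule – 37 °C overnight plating, 90-min dark dye load, 20-min compound pretreatment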
TMEM16A act: TMEM16A chloride channel activators or potentiators, primary screen, cell-based, HTS; Anoctamin-1 (Mus musculus), Q8BHY3; HEK293 TMEM16A/YFP-H148Q/I152L, iodide quench fluorescence; active compounds read low; B-score at 10 µM; hit rate 0.3% among 340,000; AID 623877, 2012;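 active = fluorescence-ratio B-score plate-corrected deviation score at least 3 library SD below zero, with starting fluorescence score within 5 deviations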;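 also: channel opened by trigger with iodide after compound preincubation; score built on the fluorescence ratio of max minus min over baseline; more negative score means more quench and so TMEM16A activation or potentiation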
KCNK9 block: KCNK9 potassium channel inhibitors, primary screen, HEK293 cells, thallium flux; FluxOR thallium flux fluorescence; active compounds read low; B-score at 10 µM; hit rate 1.2% among 310,000; Potassium channel subfamily K member 9 (Homo sapiens), Q9NPC2;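 active = ratio B-score over 3 SD below the library mean, with starting fluorescence within 5 SD of its mean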;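 also: negative B-score means less thallium flux so channel inhibition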
Target sequence (Q9NPC2 whole entry, looked up): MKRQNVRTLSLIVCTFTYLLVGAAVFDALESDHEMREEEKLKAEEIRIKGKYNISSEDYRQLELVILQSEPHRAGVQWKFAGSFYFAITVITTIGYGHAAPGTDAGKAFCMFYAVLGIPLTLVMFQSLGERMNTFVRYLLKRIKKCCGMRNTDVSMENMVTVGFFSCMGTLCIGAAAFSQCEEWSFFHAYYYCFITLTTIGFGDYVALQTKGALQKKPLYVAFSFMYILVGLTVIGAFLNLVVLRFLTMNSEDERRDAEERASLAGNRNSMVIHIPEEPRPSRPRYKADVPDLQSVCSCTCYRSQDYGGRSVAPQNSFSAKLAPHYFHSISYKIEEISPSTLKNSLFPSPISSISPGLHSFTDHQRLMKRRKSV
hERG rescue: hERG rescue from dofetilide block, primary screen, cell-based, CHO-hERG, FluxOR thallium flux, dofetilide IC70. Voltage-gated inwardly rectifying potassium channel KCNH2 (Homo sapiens), Q12809. dofetilide IC70 present. activation (rescue from dofetilide block), less the hit threshold, % at 10 µM. hit rate 0.51% among 310,000. AID 1511, 2009;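 active = activation above the mean of controls blocked by dofetilide plus 5 SD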;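 also: thallium influx through hERG after potassium depolarization seen as dye fluorescence rise; in these data hits start at about 4.7%; inactives centre near -7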
ANO1 block: TMEM16A chloride channel inhibitors, primary screen, cell-based, HTS | Anoctamin-1 (Mus musculus), Q8BHY3 | HEK293 TMEM16A/YFP iodide influx fluorescence, ionomycin | normalized B-score (activity score, 25-100; higher = stronger inhibition) at 10 µM | hit rate 1.2% among 310,000 | AID 588511, 2011;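 active = ratio plate-corrected score three or more library SD toward inhibition, starting fluorescence score within five deviations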;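 also: score derived from kinetic fluorescence span divided by baseline fluorescence per well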
Numbers without * were called inactive; i = inactive; . = not tested or not shown.

Values in the order: RGS4 act | KCNQ1 inh | RGS4 block | SKKanGAS inh | KCNK3 inh | HDAC3 inhib | KCNQ1 act | TMEM16A act | KCNK9 block | hERG rescue | ANO1 block
> COC(=O)CN(c1ccc(OC)cc1)S(=O)(=O)c1ccc(OC)c(OC)c1
→ i | i | i | 8 | i | -4 | i | i | i | -4 | i
> C=CCNC(=S)NNC(=O)c1cc(Cl)ccc1OC
→ i | i | i | 3 | i | 0 | i | i | i | -3 | i
> Cc1ccc(-c2n[nH]c(=S)n2Cc2ccccc2)cc1
→ i | i | i | -7 | i | 3 | i | i | i | -8 | i
> CN(C(=O)c1cc(S(=O)(=O)N2CCc3ccccc32)cn1C)C1CCCCC1
→ i | i | i | -2 | i | . | i | i | i | -12 | i
> Clc1cccc(CN2CCN(Cc3nc(CCc4ccccc4)no3)CC2)c1
→ i | i | i | 14 | i | 8 | i | i | i | -6 | i
> COc1ccccc1NC(=O)c1c(Nc2ccccc2F)sc(C(=O)Nc2cccc(Cl)c2)c1N
→ i | i | i | 28 | i | -7 | i | i | i | -10 | i
> COc1ccc(/C=C/C(=O)NC(=S)N2CCN(c3ccccn3)CC2)cc1OC
→ i | i | i | 2 | i | 4 | i | i | i | -1 | i
> COc1ccc(CNc2nn[nH]n2)cc1OC
→ i | i | i | -5 | i | 7 | i | i | i | -8 | i
> O=C(CN(Cc1ccccc1)S(=O)(=O)c1ccc(Cl)cc1)NCC1CCCO1 (stereo not drawn)
→ i | i | i | 2 | i | 7 | i | i | i | -4 | i
> COCCOc1cc(N)c(Cl)cc1Cl
→ i | i | i | -13 | i | -1 | i | i | i | -2 | i
> Cc1cccc(C(=O)NCc2nnc(SC(C)C(=O)Nc3nnc(C)s3)n2C)c1 (stereo not drawn)
→ i | i | i | 8 | i | . | i | i | i | -11 | i
> COc1ccc(/C=N/NC(=O)c2ccc(Cn3cc([N+](=O)[O-])cn3)o2)cc1O
→ i | i | i | 2 | i | 10 | i | i | i | -5 | i
> O=C(NCc1ccc2c(c1)OCO2)C1CCN(S(=O)(=O)c2cccs2)CC1
→ i | i | i | -12 | i | -1 | i | i | i | -18 | i
> O=C(NC1CCCC1)C(c1ccncc1)N(C(=O)c1csnn1)C1CCCC1 (stereo not drawn)
→ i | i | i | 3 | i | 1 | i | i | i | -8 | i
> COC(=O)C1=C(C)NC(=S)NC1c1ccco1 (stereo not drawn)
→ i | i | i | 3 | i | 3 | i | i | i | -8 | i
> Fc1ccccc1/C=C/c1ccc2ccccc2n1
→ i | i | i | -14 | i | 6 | i | i | i | -8 | i
> CCn1c(=O)n(CC(=O)N(C)Cc2ccccc2)c(=O)c2ccccc21
→ i | i | i | 2 | i | -1 | i | i | i | -6 | i
> COc1c(C)cc(S(=O)(=O)NC2CC(C)(C)NC(C)(C)C2)c(C)c1C
→ i | i | i | -3 | i | 0 | i | i | i | -5 | i
> Cc1cc(C)n(C2CC(=O)N(c3cc(Cl)cc(Cl)c3)C2=O)n1 (stereo not drawn)
→ i | i | i | -6 | i | -1 | i | i | i | -7 | i
> O=C1C2C3C=CC(C3=C(c3ccccc3)c3ccccc3)C2C(=O)N1Cc1ccccc1 (stereo not drawn)
→ i | i | i | -8 | i | 8 | i | i | i | -8 | i
> COc1ccc(Cl)cc1N(CC(=O)NCCSc1ccccn1)S(=O)(=O)c1ccccc1
→ i | i | i | 6 | i | -2 | i | i | i | -8 | i
> CCOC(=O)C1(Cc2cccc(OC)c2)CCN(Cc2cnc(C)s2)CC1
→ i | i | i | -3 | i | 3 | i | i | i | -6 | i
> CN(Cc1ccc(F)cc1)C(=O)c1cc(COc2ccc(-n3cncn3)cc2)on1
→ i | i | i | 2 | i | -2 | i | i | i | -16 | i
> Cc1cc(C)c(NC(=S)NCCCSC2CCCCC2)c(C)c1
→ i | i | i | 9 | i | 5 | i | i | i | -11 | i
> COc1ccc(Cl)cc1NC(=O)c1ccccc1C
→ i | i | i | 0 | i | 3 | i | i | i | -8 | i
> CN(c1ccc(C(=O)N2CCN(c3ccc(F)cc3)CC2)cc1)S(C)(=O)=O
→ i | i | i | -5 | i | -4 | i | i | i | -11 | i
> COc1cccc(/C=N/Nc2nc(Nc3ccccc3)nc(-n3nc(C)cc3C)n2)c1O
→ i | i | i | 98* | i | 15 | i | i | -10* | -13 | i
> CN(C)C(CNc1ccc(C(F)(F)F)cn1)c1ccccc1 (stereo not drawn)
→ i | i | i | 0 | i | -2 | i | i | i | -8 | i
> CCOP(=O)(OCC)c1nc(/C=C/c2ccccc2)oc1NCc1ccc(OC)cc1
→ i | i | i | 5 | i | -293 | i | i | i | -11 | i
> O=C(CCN1C(=O)c2ccccc2C1=O)C1=NN[C@@H]2C(=O)N(c3ccc4c(c3)OCCO4)C(=O)[C@H]12
→ i | i | i | 0 | i | 1 | i | i | i | -9 | i
> COc1cccc(-c2csc3nc[nH]c(=O)c23)c1
→ i | i | i | 0 | i | . | i | i | i | -12 | i
> CCN1c2ccccc2-c2nc3ccccc3n2C1c1ccco1 (stereo not drawn)
→ i | i | i | 2 | -9.2* | -209 | i | i | -9.1* | -17 | i
> C=C(Br)Cn1c(CCC)nc2ccccc21
→ i | i | i | 1 | i | 4 | i | i | i | -1 | i
> COc1cc(C(=O)OCCCN=C2NS(=O)(=O)c3ccccc32)cc(OC)c1OC
→ i | i | i | 0 | i | 8 | i | i | i | -8 | i
> CNc1nc2cc([N+](=O)[O-])c([N+](=O)[O-])cc2nc1NC
→ i | i | i | 4 | i | 0 | i | i | i | -2 | i
> COc1cc(NC(=O)c2ccc3c(c2)S(=O)(=O)N=C2CCCCCN23)cc(OC)c1
→ i | i | i | 7 | i | 1 | i | i | i | -3 | i
> CNc1ncc(C(=O)c2ccc(Cl)cc2)s1
→ i | i | i | 3 | i | 3 | i | i | i | -7 | i
> O=C(CSc1cccc[n+]1[O-])c1ccc(-c2ccccc2)cc1
→ i | i | i | 8 | i | 0 | i | i | i | -3 | i
> O=C(NNc1ccccc1[N+](=O)[O-])NC1CCCCC1
→ i | i | i | 1 | i | -2 | i | i | i | -6 | i
> Cc1cc(C(=O)Nc2nncs2)oc1C
→ i | i | i | -1 | i | -5 | i | i | i | -10 | i

Exported tab-delimited: two of the compounds above
smiles	RGS4 act	KCNQ1 inh	RGS4 block	SKKanGAS inh	KCNK3 inh	HDAC3 inhib	KCNQ1 act	TMEM16A act	KCNK9 block	hERG rescue	ANO1 block
CNc1ncc(C(=O)c2ccc(Cl)cc2)s1	i	i	i	3	i	3	i	i	i	-7	i
O=C(CSc1cccc[n+]1[O-])c1ccc(-c2ccccc2)cc1	i	i	i	8	i	0	i	i	i	-3	i

More results follow.
Values in the order: RGS4 act | KCNQ1 inh | RGS4 block | SKKanGAS inh | KCNK3 inh | HDAC3 inhib | KCNQ1 act | TMEM16A act | KCNK9 block | hERG rescue | ANO1 block
> Cc1[nH]n(C(N)=S)c(=O)c1N=Nc1ccc(S(=O)(=O)N2CCCCCC2)cc1
→ i | i | i | 14 | i | 9 | i | i | i | -4 | i
> O=C1C(Cl)=C(N2CCCCCC2)C(=O)N1c1ccccc1Cl
→ i | i | i | 7 | i | 1 | i | i | i | -6 | i
> CCCCOc1ccc(C2/C(=C(\O)c3ccc4c(c3)OCCO4)C(=O)C(=O)N2CCCN2CCOCC2)cc1 (stereo not drawn)
→ i | i | i | -9 | i | -4 | i | i | i | -9 | i
> O=C(Cc1ccccc1)NC1CCSc2ccccc21 (stereo not drawn)
→ i | i | i | 8 | i | 8 | i | i | i | -11 | i
> COc1ccc(/C=C(/NC(=O)c2ccccc2)C(=O)N2CCOCC2)cc1OC
→ i | i | i | 0 | i | 5 | i | i | i | -9 | i
> CC(c1ccncn1)N(C)Cc1nc(Cc2ccccc2F)no1 (stereo not drawn)
→ i | i | i | 1 | i | 3 | i | i | i | -9 | i
> O=c1c2ccccc2nnn1COc1cccc(Cl)c1
→ i | i | i | 5 | i | 3 | i | i | i | -23 | i
> COc1cc(OC)c(NC(=O)CCc2nc(-c3ccc(C)cc3)no2)cc1Cl
→ i | i | i | 2 | i | -7 | i | i | i | -9 | i
> COc1ccc(C2(C(=O)N3CCOCC3)CCCC2)cc1
→ i | i | i | 1 | i | 0 | i | i | i | -11 | i
> COC(=O)c1c(NC(NC(=O)C(C)C)C(Cl)(Cl)Cl)sc2c1CCC2 (stereo not drawn)
→ i | i | i | 28 | i | 7 | i | i | i | -6 | i
> COc1cc(NC(=O)C2CC(=O)N(Cc3ccco3)C2)cc(OC)c1 (stereo not drawn)
→ i | i | i | -20 | i | 0 | i | i | i | -9 | i
> CCCn1c(=N)n(CC(=O)c2ccc(Cl)cc2)c2ccccc21
→ i | i | i | -14 | i | 3 | i | i | i | -9 | i
> CCCOC(=O)c1c(NC(=O)/C=C/c2cnn(C)c2C)sc(C(=O)OC)c1C
→ i | i | i | 16 | i | 1 | i | i | i | -8 | i
> CSc1oc(-c2ccccc2)nc1S(=O)(=O)c1ccc(F)cc1
→ i | i | i | -6 | i | 6 | i | i | i | -1 | i
> CCOC(=O)CNC(=O)Cc1ccc(Cl)cc1
→ i | i | i | -4 | i | -1 | i | i | i | -1 | i
> Cc1[nH]c(=O)[nH]c(=O)c1/C=C/C(=O)OCC(C)C
→ i | i | i | 3 | i | 2 | i | i | i | -3 | i
> CCCc1nnc(NC(=O)CSc2nnc(-c3ccco3)n2C)s1
→ i | i | i | 0 | i | -3 | i | i | i | -2 | i

Screens: PubChem, several laboratories
